S1P3 agonist – activates the human S1P3 receptor. Q99500. activation, % at 4.5 µM. 60,000 compounds, 0.1% hits. S1P3 NFAT-BLA reporter cells, agonism, FRET ratio; relative to 1 µM S1P, basal subtracted;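 active = activation above the screen-wide mean plus 3 SD, cut at about 4.5% in these data, passing the limit was not always enough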; note: some compounds called inactive have numbers as strong as hits
Target sequence (Q99500 whole entry, looked up): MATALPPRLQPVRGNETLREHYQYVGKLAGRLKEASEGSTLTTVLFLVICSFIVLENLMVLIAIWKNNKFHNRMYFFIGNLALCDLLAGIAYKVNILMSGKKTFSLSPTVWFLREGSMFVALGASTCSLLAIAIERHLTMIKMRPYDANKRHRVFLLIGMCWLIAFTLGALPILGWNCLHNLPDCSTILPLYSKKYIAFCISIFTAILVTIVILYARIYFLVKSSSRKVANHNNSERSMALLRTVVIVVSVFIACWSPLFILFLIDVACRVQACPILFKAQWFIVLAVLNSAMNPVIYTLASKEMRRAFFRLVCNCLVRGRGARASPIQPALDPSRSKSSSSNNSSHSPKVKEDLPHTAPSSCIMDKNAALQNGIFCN
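Benchmarks: high control 1 µM S1P / System: stable CHO line with human S1P3, Gα16, NFAT-BLA reporter / Dosing: single compound concentration, 4.5 µM final / Timing: 4 h compound at 37 °C, 2 h substrate at RT / Measured by: FRET β-lactamase substrate fluorescence, excitation 405 nm, 460/535 nm emission ratio, background-subtracted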
HTR1E antagonist – 5-HT1E (human) receptor antagonism. CHO 5-HT1E Ga15 NFAT-bla reporter, FRET, antagonist. 65,000 compounds, 0.99% hits. P28566. inhibition, % at 6 µM;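 active = inhibition above a set limit, the mean inhibition across every tested compound plus 3 SD, cut at about 29% in these data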;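 note: signal is the 460 over 535 nm emission ratio of beta-lactamase substrate; 0% = agonist plus DMSO wells and 100% = wells without agonist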
Target sequence (P28566 whole entry, looked up): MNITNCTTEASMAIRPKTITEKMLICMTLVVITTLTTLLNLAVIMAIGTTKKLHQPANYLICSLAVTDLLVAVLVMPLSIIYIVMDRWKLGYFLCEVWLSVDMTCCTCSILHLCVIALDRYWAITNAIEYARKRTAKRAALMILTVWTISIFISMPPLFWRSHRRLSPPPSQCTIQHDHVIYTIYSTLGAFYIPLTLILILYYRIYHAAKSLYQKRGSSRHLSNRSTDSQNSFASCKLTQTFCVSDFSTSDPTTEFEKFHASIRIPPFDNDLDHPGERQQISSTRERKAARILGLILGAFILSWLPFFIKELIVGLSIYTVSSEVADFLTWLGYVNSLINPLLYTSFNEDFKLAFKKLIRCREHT
HTR1E agonist – agonists of human 5-HT1E serotonin receptor; P28566; CHO 5-HT1E Ga15 NFAT-bla reporter, FRET; 0% DMSO wells, 100% control agonist wells; activation, % at 6 µM; 65,000 compounds, 0.69% hits; AID 574;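 active = activation above a set limit, the screen-wide mean activation plus 3 SD, cut at about 8.5% in these data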;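 note: 100% = positive control agonist at 1 µM giving full maximal response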
Autofluor 339 – intrinsic fluorescence of library compounds, ex339/em460 – biochemical, MLSMR library, data from DPM-DC assay, artefact control, profiling panel. AID 709. fluorescence fold increase at 10 µM. compound autofluorescence, ex339/em460 nm, NADH buffer; hits give high values; 1 = no-compound wells, NADH background. 65,000 compounds, 5.5% hits;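 active = at 10 µM, mean starting fluorescence two-fold or more over control wells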;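 note: signal is the first read of a kinetic run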
Her2 expr inh – inhibitors of human Her2 kinase expression; P04626; SKBR-3 HER2 protein level, AlphaScreen, 18-24 h; hits give low values; HER2 level % of control, % at 10 µM; 65,000 compounds, 0.69% hits; AID 645;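 active = HER2 level under 5% of the carrier-only control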;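 note: 100% = DMSO carrier and 0% = 500 nM PU-H71 HSP90 inhibitor; lower value means stronger loss of Her2 protein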
A340 absorber – compounds absorbing at 340 nm. compound absorbance at 340 nm, fold over control. fold change at 10 µM. 65,000 tested, under 10 active. AID 708;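 active = at 10 µM dose, initial 340 nm absorbance at least 2 fold that of control wells; inactive = change under 2 fold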;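 note: initial absorbance extrapolated from kinetic A340 decline of NADH oxidation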
S1P1 ag pot – agonists and agonism potentiators of human S1P1 receptor | S1P1 CRE-bla cells, forskolin, beta-lactamase FRET, potentiator mode; S1P1 agonist co-added at EC20, 2 nM; 100% = saturating reference agonist, 0% = basal | activation, % at 9.5 µM | 56,000 compounds, 0.57% hits;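 active = activation above a cutoff set at the mean activation of all tested compounds plus 3 SD, cut at about 54% in these data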;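 note: forskolin at 4 µM as EC80 and the EC20 agonist is SEW2871; 100% = SEW2871 at its EC100 plus forskolin at EC80; some compounds past the cut are filed as inactive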
5HT1a antag – 5-HT1a (human) receptor antagonism. P08908. CHO 5-HT1a Ga15 NFAT-bla reporter, antagonist mode. inhibition, % at 10 µM. 62,000 compounds, 0.68% hits;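 active = inhibition above the mean of all tested compounds plus 3 SD, cut at about 43% in these data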;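 note: receptor stimulated by 5-CT agonist at 100 nM near EC80; beta-lactamase reporter measured by ratiometric fluorescence of a cleavable substrate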
MMP13 inh – inhibitors of human MMP13 | 65,000 compounds, 0.07% hits | inhibition, % at 4 µM | AID 570 | MMP-13 fTHP FRET cleavage, Mca fluorescence;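 active = inhibition above the mean of compound-free control plate wells plus 3 SD, cut at about 14% in these data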;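 note: 0% = DMSO wells and 100% = wells with reference MMP-13 inhibitor after basal subtraction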
Starred values were filed as active, the others as inactive; x = no result given; [ ] = another dose, or the depositor's remark. Outcome played no part in choosing rows. Share with any hit: about 8.5%.

SMILES	S1P3 agonist	HTR1E antagonist	HTR1E agonist	Autofluor 339	Her2 expr inh	A340 absorber	S1P1 ag pot	5HT1a antag	MMP13 inh
Cc1cc2c(c(SCC(=O)N(C)c3ccccc3)n1)C(=O)OC2	-0.6	-9	-0.4	1.1	116	1	-14	-1	1
CCCCCCc1c(O)nc(SCC(=O)O)[nH]c1=O	-0.7	7	-0.7	1.2	77	1.1	-14	-10	8
O=C(CN1CCCC(O)C1)N1c2ccccc2Sc2ccc(C(F)(F)F)cc21 (configuration not stated)	-0.6	0	0.1	1.2	47	1	-23	-139	-3
Clc1ccc(-n2ncc3c(NCC4CCCO4)ncnc32)cc1 (configuration not stated)	-1.8	-3	1.5	1.1	68	1.1	-25	-15	-16
COc1ccc(S(=O)(=O)NCc2cn3c(C)csc3n2)cc1F	-0.7	1	0.5	0.97	87	1	4	5	-1
O=C1CC(N2CCOCC2)C(=O)N1CCc1ccccc1 (configuration not stated)	-1.2	6	-0.5	1.1	94	1	3	0	6
COc1ccccc1N1CCN(CC(=O)c2c(C)[nH]c3ccccc23)CC1	-0.7	8	-0.8	1.1	103	1	4	9	-4
CCCOC(=O)NC1C(NC(=O)OCCC)N(C)C(=O)N1C (configuration not stated)	-0.3	-8	0.1	1.1	106	1	-14	-3	4
COn1c(C)c(C(C)=O)c2c3nonc3ccc21	-0.8	0	0.0	3*	86	1	-11	10	-9
C/C(=N\O)c1ccc(N2C(=O)C3CC=C(Cl)CC3C2=O)cc1 (configuration not stated)	-0.8	5	-0.2	1.1	58	1.1	30	1	6
COc1ccc(OC)c(Nc2nc(-c3sc(C)nc3C)cs2)c1	-2.2	8	-0.2	1.1	52	1.1	-7	12	5
O=C(CSCc1ccc(F)cc1)NC1CCCC1	0.3	-2	-0.3	1	92	0.97	-5	-13	-4
COc1ccc(OC)c(NC(=O)CNC(=O)Cn2ccc3ccccc3c2=O)c1	1.0	-13	0.9	1.2	107	1.1	-8	5	3
Cc1onc(-c2ccccc2)c1C(=O)Nc1sc2c(c1C(N)=O)CCC2	x	-4	0.3	1.2	46	1.1	x	-12	1
COc1cccc(/C=C/c2ccncc2)c1OC	0.2	-11	0.7	1.2	105	1	-12	-26	-19

Records above shown as hits in Autofluor 339:
SMILES	S1P3 agonist	HTR1E antagonist	HTR1E agonist	Autofluor 339	Her2 expr inh	A340 absorber	S1P1 ag pot	5HT1a antag	MMP13 inh
COn1c(C)c(C(C)=O)c2c3nonc3ccc21	-0.8	0	0.0	3*	86	1	-11	10	-9

New compounds follow.
SMILES	S1P3 agonist	HTR1E antagonist	HTR1E agonist	Autofluor 339	Her2 expr inh	A340 absorber	S1P1 ag pot	5HT1a antag	MMP13 inh
COc1ccc(NC(=O)CSc2nc3c(cc2C#N)CN(C)CC3)cc1	-0.4	-2	0.0	1.1	103	0.99	10	5	0
Cc1cccc(CCNC(=O)CN(C)S(=O)(=O)c2ccc3c(c2)c(=O)n(C)c(=O)n3C)c1	0.2	-6	1.6	1.1	105	1	-36	-13	0
Cc1occc1C(=O)NC(C)C1CCCO1 (configuration not stated)	-0.8	-1	0.0	1.1	83	1	-11	4	-1
COC(=O)CSc1nnc(CNC(=O)c2ccco2)n1-c1ccc(F)cc1	-1.3	8	-0.8	1.1	90	1	-10	13	1
Nc1nnc(CSCc2ccccc2)s1	-0.4	0	-0.1	1.1	111	1.1	-6	18	0
O=S(=O)(NCC(O)COCc1ccco1)c1cccs1 (configuration not stated)	x	6	0.4	1	69	0.99	x	-2	4
CC1CCCCN1C(=O)Cc1ccc(Cl)cc1 (configuration not stated)	-0.3	7	0.3	1.1	94	1.1	14	5	3
CC(C)c1ccc(NC(=O)C(c2ccccc2)N2CCN(C=O)CC2)cc1 (configuration not stated)	0.4	-5	0.2	1.1	73	1	-16	6	-2
COc1ccc2c(c1OC)C(=O)OC2c1c(O)nc(SC)n(-c2ccccc2)c1=O (configuration not stated)	-2.9	-2	-1.4	1.1	89	1	19	x	4
CCC(C(=O)Nc1ccccc1C(=O)N1CCCC1)N1C(=O)c2ccccc2C1=O (configuration not stated)	-0.5	0	0.0	1.1	140	1	x	-8	0
CCn1c(SCC(=O)NC2CCCCC2C)nnc1-c1ccc(OC)cc1 (configuration not stated)	-1.4	-4	0.0	1.1	72	1	-2	x	0
Cc1ccc2[nH]c(=S)cc(C)c2c1	-0.5	-5	-0.4	1.1	87	0.98	-11	16	6
Cc1ccc(-c2nc(S(=O)(=O)c3ccc(F)cc3)c(SCC(=O)NCC3CCCO3)o2)cc1 (configuration not stated)	x	8	-0.6	1.1	137	1	x	-20	-1
COc1cc(S(=O)(=O)NC2CCCCC2)ccc1Cl	-0.6	-5	-0.4	1	93	0.99	-12	-2	7
COC(=O)c1cc(-c2c[nH]c3ccccc23)n[nH]1	-0.3	16	-0.7	1	82	1	2	6	-2

Overlap with the part before: two compounds, followed by the next part.
SMILES	S1P3 agonist	HTR1E antagonist	HTR1E agonist	Autofluor 339	Her2 expr inh	A340 absorber	S1P1 ag pot	5HT1a antag	MMP13 inh
COc1cc(S(=O)(=O)NC2CCCCC2)ccc1Cl	-0.6	-5	-0.4	1	93	0.99	-12	-2	7
COC(=O)c1cc(-c2c[nH]c3ccccc23)n[nH]1	-0.3	16	-0.7	1	82	1	2	6	-2
N#Cc1nc(-c2ccc(F)cc2)oc1NCc1cccc2c1OCO2	-0.6	-3	0.5	1.7	113	1.1	40	26	-80[fluorescence artefact?]
CCN(CC)c1nc2n(c(=O)n1)CCO2	-1.1	2	-0.2	1.1	112	1	x	6	3
COCCCn1c(Cc2csc(Nc3cccc(Cl)c3)n2)nnc1SCC(=O)OC	-0.6	-10	-0.8	1.1	91	0.99	19	13	1
Cc1ccc(N(CC(=O)Nc2ccc3c(c2)OCCO3)S(=O)(=O)c2c(C)noc2C)cc1	0.2	-6	0.0	1.1	68	0.97	7	-12	2
O=C(NCc1ccccc1)N1CCN(c2ccc(Cl)c(Cl)c2)CC1	-1.0	19	0.9	1.1	100	1	100*	19	0
Cc1cc(=O)[nH]c(SCC(=O)NCCOc2ccccc2)n1	-0.9	-3	-1.3	1.1	89	1	-1	9	-7
COc1ccc(N2CC(C)Cn3c2nc2c3c(=O)n(CCN3CCOCC3)c(=O)n2C)cc1 (configuration not stated)	0.3	-1	0.5	1.1	128	1	-12	-5	-4
CCCCOc1ccc(C(=O)CCNC(C(=O)O)C(C)CC)cc1 (configuration not stated)	-1.2	-4	-1.0	1.1	123	1	0	3	-1
CCOc1cc2c(cc1OCC)C(C(=O)O)C(c1ccc(OC)c(O)c1)N(C)C2=O (configuration not stated)	-1.2	0	-0.2	1	93	0.99	-22	-11	0
O=C(CSc1nnc(Cc2cccs2)n1C1CCCCC1)N1CCN(C(=O)c2ccco2)CC1	-0.4	-13	-0.7	1.1	75	1	-19	-1	0
C=CCNC(=O)c1oc2ccc(S(=O)(=O)N(CC)CC)cc2c1C	0.1	8	-0.3	1.1	61	1	16	1	0
Cc1nn(Cc2ccccc2Cl)c(C)c1C(=O)N1CCN(c2ccccc2)CC1	0.4	-8	2.0	1	60	1	21	11	1
Cc1cccc(NC(=O)C2CCCN(S(=O)(=O)c3c(C)nn(C)c3C)C2)n1 (configuration not stated)	0.2	3	0.4	1	83	1.1	-19	7	0
CCCS(=O)(=O)c1nc(S(=O)(=O)c2ccc(C)cc2)c(NCCN2CCOCC2)s1	-1.3	-5	-0.6	1.1	110	1.1	9	7	-1
O=C(CSc1nnc(Cc2ccccc2)o1)Nc1ccc(Br)cn1	0.3	2	-0.5	1.1	117	1.1	2	-9	2
COC(=O)C1=C(C)NC(=O)C1(NC(=O)c1cccnc1)C(F)(F)F (configuration not stated)	0.1	-4	-0.4	1	97	0.98	-3	-19	2
CCCC(=O)Nc1cccc(NC(=O)CN2CCN(c3ccccc3OC)CC2)c1	-1.6	11	0.0	1	86	1	-4	10	-4

Not a retest: 12 of the compounds above.
SMILES	S1P3 agonist	HTR1E antagonist	HTR1E agonist	Autofluor 339	Her2 expr inh	A340 absorber	S1P1 ag pot	5HT1a antag	MMP13 inh
N#Cc1nc(-c2ccc(F)cc2)oc1NCc1cccc2c1OCO2	-0.6	-3	0.5	1.7	113	1.1	40	26	-80[fluorescence artefact?]
CCN(CC)c1nc2n(c(=O)n1)CCO2	-1.1	2	-0.2	1.1	112	1	x	6	3
COCCCn1c(Cc2csc(Nc3cccc(Cl)c3)n2)nnc1SCC(=O)OC	-0.6	-10	-0.8	1.1	91	0.99	19	13	1
Cc1ccc(N(CC(=O)Nc2ccc3c(c2)OCCO3)S(=O)(=O)c2c(C)noc2C)cc1	0.2	-6	0.0	1.1	68	0.97	7	-12	2
O=C(NCc1ccccc1)N1CCN(c2ccc(Cl)c(Cl)c2)CC1	-1.0	19	0.9	1.1	100	1	100*	19	0
Cc1cc(=O)[nH]c(SCC(=O)NCCOc2ccccc2)n1	-0.9	-3	-1.3	1.1	89	1	-1	9	-7
COc1ccc(N2CC(C)Cn3c2nc2c3c(=O)n(CCN3CCOCC3)c(=O)n2C)cc1 (configuration not stated)	0.3	-1	0.5	1.1	128	1	-12	-5	-4
CCCCOc1ccc(C(=O)CCNC(C(=O)O)C(C)CC)cc1 (configuration not stated)	-1.2	-4	-1.0	1.1	123	1	0	3	-1
CCOc1cc2c(cc1OCC)C(C(=O)O)C(c1ccc(OC)c(O)c1)N(C)C2=O (configuration not stated)	-1.2	0	-0.2	1	93	0.99	-22	-11	0
O=C(CSc1nnc(Cc2cccs2)n1C1CCCCC1)N1CCN(C(=O)c2ccco2)CC1	-0.4	-13	-0.7	1.1	75	1	-19	-1	0
C=CCNC(=O)c1oc2ccc(S(=O)(=O)N(CC)CC)cc2c1C	0.1	8	-0.3	1.1	61	1	16	1	0
Cc1nn(Cc2ccccc2Cl)c(C)c1C(=O)N1CCN(c2ccccc2)CC1	0.4	-8	2.0	1	60	1	21	11	1
